# Source: PubChem
# IMPase cell inh: qHTS Assay for Identifying the Cell-Membrane Permeable IMPase Inhibitors. CHO-M1 cells, IP1 accumulation, HTRF TR-FRET ratio. inhibition (IP1 accumulation), % at 46.1 µM. 120,000 tested, under 10 active; active means well fitted curve in the direction sought with a large enough effect in the signal ratio, not every such curve was filed as active; inconclusive means small, poorly fitted or top-dose-only effect, or a change in a side signal; inactive means no such curve, though single readings can be large or run the other way; the % refers to the signal ratio;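 further: cells stimulated with carbachol in lithium chloride buffer; plate controls were DMSO basal wells for no effect and reference inhibitor wells for full effect; higher means more IMPase inhibition seen as more IP1 and lower FRET ratio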
# Target sequence (P97697 whole entry, looked up): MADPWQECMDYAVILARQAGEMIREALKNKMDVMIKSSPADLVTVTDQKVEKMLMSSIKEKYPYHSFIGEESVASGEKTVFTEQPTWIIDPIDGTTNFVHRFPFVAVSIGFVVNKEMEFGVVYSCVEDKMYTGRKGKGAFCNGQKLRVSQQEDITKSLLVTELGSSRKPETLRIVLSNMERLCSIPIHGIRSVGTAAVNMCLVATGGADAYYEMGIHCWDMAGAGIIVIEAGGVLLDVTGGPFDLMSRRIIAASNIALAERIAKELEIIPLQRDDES
#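 Cellular IMPase inhibition is scored as a rise in cytosolic IP1, detected by competitive TR-FRET between d2-labelled IP1 and a europium anti-IP1 antibody. M1-expressing CHO cells were stimulated with carbachol for 30 min at 37C, with lithium (50 mM LiCl) present in the buffer.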
# 15-hLO-2 inh: qHTS Assay for Inhibitors of 15-hLO-2 (15-human lipoxygenase 2). purified 15hLO-2, xylenol orange hydroperoxide absorbance. Potency, µM (doses to about 57.1 µM), for the others: top-dose activity change, negative = inhibition, hits mostly inhibitors. 0.56% of 110,000 active; further: potency means the concentration at half of the fitted maximal effect; nearly all actives have a fitted effect of over 60% in size; many of its hits are not listed in these tables
# Target sequence (O15296 whole entry, looked up): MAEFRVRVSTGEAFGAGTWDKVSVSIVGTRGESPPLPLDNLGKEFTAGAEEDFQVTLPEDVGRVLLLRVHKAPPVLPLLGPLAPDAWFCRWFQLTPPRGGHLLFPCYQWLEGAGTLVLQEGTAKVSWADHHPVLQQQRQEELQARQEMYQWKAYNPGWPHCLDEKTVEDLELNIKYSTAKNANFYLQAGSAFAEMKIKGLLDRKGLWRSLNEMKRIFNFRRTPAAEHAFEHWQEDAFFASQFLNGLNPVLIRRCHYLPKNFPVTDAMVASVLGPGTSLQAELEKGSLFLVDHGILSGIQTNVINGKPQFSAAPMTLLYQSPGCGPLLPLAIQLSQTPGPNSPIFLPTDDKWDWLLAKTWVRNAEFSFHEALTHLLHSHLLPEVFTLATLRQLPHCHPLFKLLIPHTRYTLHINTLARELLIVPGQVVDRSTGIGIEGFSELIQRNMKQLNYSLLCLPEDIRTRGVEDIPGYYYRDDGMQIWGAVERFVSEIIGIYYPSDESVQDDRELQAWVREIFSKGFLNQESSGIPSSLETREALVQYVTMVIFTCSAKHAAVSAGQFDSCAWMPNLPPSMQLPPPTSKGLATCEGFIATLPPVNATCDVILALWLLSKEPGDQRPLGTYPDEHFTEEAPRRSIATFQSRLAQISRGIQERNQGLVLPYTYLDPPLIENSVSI
#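 Screening format was qHTS against 50 nM purified 15hLO-2 in Hepes pH 7.5 with detergent. Activity follows hydroperoxide formation from 45 uM arachidonic acid, measured as 573:405 nm absorbance ratio of the ferric-xylenol orange complex.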
# 12-hLO inh: qHTS Assay for Inhibitors of 12-hLO (12-human lipoxygenase); Polyunsaturated fatty acid lipoxygenase ALOX12 (Homo sapiens), P18054; Potency, µM (top dose mostly 57.1 µM), for inactives: at the highest dose activity change, negative = inhibition, usual class: inhibitors; purified 12-hLO, xylenol orange hydroperoxide absorbance; 0.12% of 150,000 active; further: potency means the concentration at half of the fitted maximal effect; nearly all actives have a fitted effect of over 55% in size; many of its hits are not listed in these tables
#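 Purified human 12hLO (150 nM final) was preincubated with compounds for 15 min at room temperature in 25 mM Hepes pH 7.0, 0.01% Triton X-100, then reacted with 40 uM arachidonic acid for 30 min. Hydroperoxide was detected with ferrous iron/xylenol orange.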
# PNC assembly inh: High Content Assay for Compounds that inhibit the Assembly of the Perinucleolar Compartment. AID 2417, 2010. activity change (PNC), negative = inhibition, % at 10 µM. PC3M PTB-GFP, PNC prevalence imaging, 16 h; hits give low values. 3.1% of 140,000 active;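 active means readout at or below -70, meaning at least 70% loss of cells showing the perinucleolar compartment, a nuclear body marking cancer cells; inconclusive means readout between -30 and a set limit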;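 further: plate controls were DMSO wells for no effect and camptothecin positive control wells for full effect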
#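 PC3M cells stably expressing PTB-GFP, 750–1000 cells/well, treated 16 h at 37 °C with compound (23 nl of library stock), in duplicate. After paraformaldehyde fixation and Hoechst stain, imaged at 20x; PNC prevalence scored by image analysis.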
# * marks the source's active call; other numbers are inactive results; ? = inconclusive; nt = not tested or not shown; [ ] = another dose, or the depositor's remark. Unless noted, the call rests on the fitted dose curve; in most records, active means well fitted curve in the direction sought with a large enough effect; inconclusive means small, poorly fitted or top-dose-only effect, or another doubt; inactive means no such curve, though single readings can be large; an effect the other way counts as inactive or inconclusive. Unless noted, on the % scale 0 is the no-effect control and ±100 the full control effect. An excerpt (hit frequency here may not be typical).
SMILES,IMPase cell inh,15-hLO-2 inh,12-hLO inh,PNC assembly inh
CCC(C)(C)n1nnnc1C(c1ccc(OC)c(OC)c1)N1CCN(c2cccc(OC)c2)CC1 (stereo not given),1,0%[2.29 µM],-1%,?
Cc1ccc(S(=O)(=O)NCCC(c2ccccc2)c2ccco2)cc1 (stereo not given),nt,nt,-30%,170
Cc1ccc(Cn2nnc3c(=O)n(Cc4ccccc4C)cnc32)cc1,?,-4%,-3%,-17
Cc1nc(SCC(=O)NCc2ccccc2)c2oc3ccccc3c2n1,0,?,4%,11
O=C(NCc1ccccn1)c1ccc(Cn2cc(Br)cn2)o1,-10[1.84 µM],-15%[11.4 µM],11%,17
CC1=NOC2(C1)N(C)c1ccccc1C2(C)C (stereo not given),4,3%,1%,-15
Cc1ccccc1-n1nc2c(c1NC(=O)c1c(-c3ccccc3Cl)noc1C)CSC2,5,-7%,-1%,8
COC(=O)CC[C@@H](C)[C@H]1CC[C@H]2[C@H]3CC[C@H]4C[C@@H]5CC[C@@]4(C)C3(O5)[C@@H](Br)[C@@H](Br)[C@@]12C,nt,4%[11.4 µM],4%[11.4 µM],nt
Nc1nc(N2C(=O)C3CC=CCC3C2=O)nn1-c1ccccc1 (stereo not given),-1,3%,-3%,5
Cn1c(CSc2nc3ccccc3s2)nc2ccccc21,4,35%[activator],4%,0
C[C@@H](N)C(=O)O,2,20%,-5%,nt
Cc1ccc(Cn2nnc3c(=O)[nH]c(C4CCCN(C(=O)Nc5ccc(F)cc5)C4)nc32)cc1 (stereo not given),-5,-4%,-8%,-12
O=C(Nc1ccc2c(c1)OCCO2)c1cccc2nc3ccccc3nc12,9,?,2%,52
Cc1ccc(N2CCN(CCC(=O)O)CC2)cc1,nt,-4%[11.4 µM],1%[11.4 µM],nt
O=C(NC1CCCCC1)N(Cc1ccccc1)Cc1ccco1,7,-9%,-11%,?

# Some values from above:
# Result for `C[C@@H](N)C(=O)O` under 15-hLO-2 inh: 20%
# Result for `CCC(C)(C)n1nnnc1C(c1ccc(OC)c(OC)c1)N1CCN(c2cccc(OC)c2)CC1` (stereo not given) under 15-hLO-2 inh: 0%[2.29 µM]

# Following part.
SMILES,IMPase cell inh,15-hLO-2 inh,12-hLO inh,PNC assembly inh
COc1ccc(C(=O)CSc2n[nH]c(-c3ccncc3)n2)cc1[N+](=O)[O-],nt,nt,-2%,-21
CCn1c(NCc2ccccn2)nc2c1c(=O)n(C)c(=O)n2C,-5,nt,-1%,-7
CCCCN(CCCC)S(=O)(=O)c1ccc2oc(C(=O)N3CCOCC3)c(C)c2c1,1,-1%,-6%,-3
O=C(NCC(c1cccs1)N1CCOCC1)c1cc2ccccc2o1 (stereo not given),3,-3%,-11%,?
COc1ccc(C(=O)Nc2nc(-c3ccc(OC)cc3)c(-c3ccc([N+](=O)[O-])cc3)s2)cc1,?,27%,-7%,-23
Cc1[nH]n(-c2ccccc2)c(=O)c1Sc1ccc(Cl)cc1,7,?,-9%,13
COc1cc(NS(=O)(=O)c2ccc(NC(=O)c3ccco3)cc2)nc(OC)n1,0,3%,6%,-82*
COC(=O)c1ccc(Cl)c(NC(C)=O)c1,-5,4%[2.29 µM],1%,36
Cc1ccc(C(=O)Nc2ccc3c4c(cccc24)CC3)cc1[N+](=O)[O-],3,nt,3%,-81*
N#C/C(=C\c1ccc(N2CCOCC2)o1)c1ccccc1,4,10µM*,-14%,-90*
CCSc1nnc(NC(=O)CSc2nc3c(c(=O)n2CC)SC(C)C3)s1 (stereo not given),2,-10%,-4%,-19
Cc1c(OCc2ccccc2)c(=O)ccn1Cc1ccccc1,-2,-3%,13%,33
Cc1cccc(OCCCSc2nc3ccccc3[nH]2)c1,7,45%[activator],-4%,?
CCC(=O)Nc1ccc(/C(C)=N\NS(=O)(=O)c2ccc(C)cc2)cc1,13,-10%,3%,82
O=C(O)CC1=C(Nc2ccccc2)C(=O)N(c2ccccc2)C1c1ccc(F)cc1 (stereo not given),nt,nt,1%,7

# Compound profiles, as listed above. Values in the order: IMPase cell inh, 15-hLO-2 inh, 12-hLO inh, PNC assembly inh
# CCSc1nnc(NC(=O)CSc2nc3c(c(=O)n2CC)SC(C)C3)s1 (stereo not given) in the list: 2, -10%, -4%, -19
# CCC(=O)Nc1ccc(/C(C)=N\NS(=O)(=O)c2ccc(C)cc2)cc1 in the list: 13, -10%, 3%, 82
# CCCCN(CCCC)S(=O)(=O)c1ccc2oc(C(=O)N3CCOCC3)c(C)c2c1 in the list: 1, -1%, -6%, -3

# (more compounds)
SMILES,IMPase cell inh,15-hLO-2 inh,12-hLO inh,PNC assembly inh
Cc1ccc(S(=O)(=O)NC(CC(=O)O)c2ccccc2)cc1 (stereo not given),8,-3%,-1%,3
O=C(CN(Cc1cccs1)C(=O)CNC(=O)c1ccco1)NC1CCCCC1,-13,0%,-3%,27
O=C(C1CCN(c2ccc(N3CCOCC3)nn2)CC1)N1CCc2ccccc2C1,?,-5%,5%,7
O=C1c2ccccc2C(=O)N1c1nc(-c2cccs2)cs1,-1,?,-3%,-20
O=C(CCSc1ccccc1)Nc1ccc(S(=O)(=O)N2CCOCC2)cc1,2,1%,-7%,?
N/C(=N\OC(=O)N1c2ccccc2Sc2ccccc21)c1ccc(Br)cc1,nt,nt,?,-113*
COc1ccccc1-n1c(C)c2c(OC)cccc(=O)c2c1C,nt,nt,-8%,?
COc1ccc(-c2cc(C(F)(F)F)nc(SCC(=O)N(C)Cc3cnn(C)c3C)n2)cc1OC,nt,nt,1%,35
CN(C)S(=O)(=O)c1cccc(NC(=O)CSc2nc3ccccc3n2-c2ccccc2)c1,2,nt,-6%,-13
COCCn1c(=O)c(-c2ccc(Cl)cc2)nc2cnc(Oc3ccccc3)nc21,nt,0%,-1%,nt
Cc1nc2ccc(C(=O)O)cc2nc1C,nt,nt,2%,-29
COC(=O)c1ccc(C2/C(=C(/O)c3ccc(OC)cc3)C(=O)C(=O)N2c2cc(C)on2)cc1 (stereo not given),-7,13%,-11%,?
NC(=O)[C@H](Cc1cc2ccccc2s1)NC(=O)[C@@H]1CC2(CC(c3cccc(NC(=O)[C@@H]4CCC(=O)N4)c3)=NO2)CN1C(=O)/C=C/Sc1ccccc1 (stereo not given in full),nt,nt,-3%,?
CC(N)C12CC3CC(CC(O)(C3)C1)C2 (stereo not given),4,6%,8%,7
O=C(CSc1nnc(CNC(=O)c2ccco2)o1)c1ccccc1,-2,7%,-4%,31
O=C(COc1ccc([N+](=O)[O-])cc1)NCCC1=CCCCC1,nt,nt,-3%,-14
Cc1ccccc1Nc1ccc(S(=O)(=O)N2CCOCC2)cc1[N+](=O)[O-],nt,nt,-2%,?
Cn1c(=O)c2cc(S(=O)(=O)NC(Cc3ccccc3)C(=O)NCc3ccco3)ccc2n(C)c1=O (stereo not given),-3,-4%,4%,-26
CCCc1[nH]nc2c1C(c1ccc(OC)c(CSC3=NCCS3)c1)C(C#N)=C(N)O2 (stereo not given),3,29%,-11%,24
Cc1ccccc1C(=O)NNC(=O)C(C)N1C(=O)c2ccccc2C1=O (stereo not given),2,-10%,-3%,?
CCOc1ccc(S(=O)(=O)Nc2ccc3c(c2)OCO3)c2cccnc12,-2,-4%,-15%,-16
O=C(C1=C(O)C(=O)N(Cc2ccccc2)C1c1ccncc1)c1ccco1 (stereo not given),-22,-5%,-1%,34
O=C(NC1CCCC1)C1c2ccccc2C(=O)N1C1CCCCC1 (stereo not given),5,-2%,-1%,-4
CC(=O)N1CCN(S(=O)(=O)c2ccc(C)cc2)C1C(C)C (stereo not given),-2,2%,-3%,?
CC(C)CCN(C)C1CCN(C(=O)Nc2c(F)cccc2F)CC1,1,5%,5%,-5
CC(C)(C)NC(=O)c1cccc(NC(=O)c2ccco2)c1,0,nt,-3%,-100*
COC(=O)C/C=C/[C@@H](C)[C@@H](/C=N/OCC[C@@H]1C=C[C@H](OC(C)=O)[C@@H](COC(C)=O)O1)NS(=O)(=O)c1ccc(C)cc1,nt,nt,0%,37
CC(C)NC(=O)C(Cc1ccccc1)N1C(=O)c2ccccc2C1=O (stereo not given),?,nt,3%,-7
O=C(COC(=O)c1cnccn1)c1ccc2ccccc2c1,12,-1%,6%,-13
Cc1ccccc1-n1c(C)nnc1SCC(=O)NC1CCCc2ccccc21 (stereo not given),9,nt,3%,50
CCOc1ccc(OCC)c(NC(=O)CSc2nc3c(c(=O)n(C)c(=O)n3C)n2C)c1,1,-3%,2%,57
O=S(=O)(c1ccc(Br)s1)N1CCC(Cc2ccccc2)CC1,0,-5%,8%,-15
C/C(=N/NC(=O)c1ccoc1C)c1ccc(NC(=O)c2ccncc2)cc1,nt,nt,9%,-3
O=C(CNC(=O)Cc1ccccc1)NCC(=O)OCc1ccccc1,0,-4%,7%,57
Cc1nn(CC(C)C)c(=S)[nH]c1=O,-12,-2%,-6%,-83*
CC(C)c1nnc(NC(=O)Cc2cccs2)s1,-11,nt,1%,?
COc1ccc(CNC(=O)C2CCCN2S(=O)(=O)c2ccccc2)cc1 (stereo not given),5,4%,0%,5
COc1cccc(S(=O)(=O)Nc2ccc(C(=O)Nc3ccncc3)cc2)c1,nt,nt,-2%,?
CCOC(=O)c1c(C(=O)OCC)c(C)n(N2C(=O)CSC2=S)c1C,-6,-19%,-7%,8
c1cncc(-c2cncnc2-n2ccnc2)c1,nt,5%,-3%,nt
CCCN(CC(=O)Nc1ccc(C)cc1Br)CC(=O)Nc1ccc(F)c(F)c1F,10,nt,-9%,40
CCOC(=O)C1=C(c2ccccc2)OC(N)=C(C#N)C1C1CCCCC1 (stereo not given),14,-12%,-11%,?
COCCn1c(=O)[nH]c2cc(C(=O)NCCN3CCN(c4cccc(Cl)c4)CC3)ccc2c1=O,-6,nt,2%,41
COc1ccc(C(=O)N2CCC[C@@]3(CCN(c4ccccn4)C3)C2)cc1,nt,5%,1%,nt
Cn1nccc1C(=O)Nc1ccc(OC(=O)c2ccnn2C)cc1,-5,1%,2%,?
Cc1cccc(N2CCN(C(=O)CCn3c(=S)[nH]c4cc5c(cc4c3=O)OCO5)CC2C)c1 (stereo not given),1,-1%[2.29 µM],-1%,1
O=C1CSC(=S)N1/N=C\c1ccc(Cl)c([N+](=O)[O-])c1,nt,-20%[11.4 µM],-5%[11.4 µM],nt
COC(=O)c1cccc(NC(=O)C2C3CCC(C3)C2C(=O)O)c1 (stereo not given),-1,9%,2%,-22
O=C(CSc1ccc(Cl)cc1)Nc1ccc(-c2nc3ccccc3[nH]2)cc1,nt,nt,-2%,7
Cc1cnc(C(=O)Nc2ccc(F)c(F)c2)cn1,-14,1%,-2%,-21
CC1CC(C)(C)NC(C)c2ccccc21 (stereo not given),8,12%,2%,-7
CCOC(=O)C(NC(C)=O)C(OC(C)=O)c1cccc([N+](=O)[O-])c1 (stereo not given),2,-1%,7%,-1
C=CCNc1ncnc2c1cnn2-c1ccc(Cl)cc1,-3,nt,?,31
CCc1cccc(CC)c1NC(=O)COC(=O)CCc1cc(OC)c(OC)c(OC)c1,8,nt,2%,-29
COc1ccccc1C1CC(=O)Oc2cc3c(cc21)OCO3 (stereo not given),nt,?,-20%[0.00818 µM],nt
CC(C)C/C(O)=C/c1nc2cc(Cl)ccc2oc1=O,nt,nt,?,?
CCSc1ccccc1C(=O)N1CCCC1,-4,-2%,12%,-1
C=CCNC(=O)C1CC(=O)N(c2ccc(OCC(=O)Nc3ccc(C)cc3)cc2)C1 (stereo not given),1,-20%,0%,70
O=C(CSCc1ccc(F)cc1)Nc1nc2c(s1)CCCC2,?,40%[activator],-15%,-19
Oc1ccccc1CNCCCNCc1ccccc1O,5,7%,-1%,17
Cn1c(=O)c2c(nc(OCc3cccnc3)n2Cc2ccccc2)n(C)c1=O,0,0%,0%,?
Cc1cccc(Nc2nc(N)nc(CN3CCN(c4ccccc4)CC3)n2)c1,12,35%[activator],0%,15
